Screens as filed in PubChem.
SSB-PriA inh: blocks PriA binding to SSB C-terminal tail. AlphaScreen SSBct-PriA binding, biotinylated peptide. inhibition, % at 33 µM. 0.6% of 430,000 active; in the data active = inhibition mostly above about 37%, no sharp cut-off; inactive = mostly below about 20%;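 note: plate controls were negative control peptide for no effect and reference peptide for full effect; strong numbers were not always called active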
PrPC TRFRET: cell surface PrPC inhibition, primary TR-FRET screen; P04156; TR-FRET read-out; inhibition, % at 13.8 µM; 0.43% of 370,000 active; in the data active = inhibition above about 24%; note: 0% = median of the test wells and 100% = reference compound wells
Vc quorum ag: induces V. cholerae light production without autoinducers | 0.16% of 350,000 active | activation, % at 18.7 µM | V. cholerae BH1578 lux reporter, luminescence, 6 h; in the data active = activation mostly above about 9.7%, no sharp cut-off; inconclusive = no clear call, values can overlap the other calls; inactive = mostly below about 3.7%; note: not every result past the cut was called active; inactives centre near 0; reference of the scale not given here
SARS 3CLpro inh: SARS-CoV 3CLpro protease inhibition | P0C6X7 | recombinant SARS-CoV 3CLpro, quenched FRET peptide cleavage | 0.14% of 290,000 active | inhibition, % at 6 µM; in the data active = inhibition above about 12%
Yp Topo-I inh: blocks Yersinia pestis topoisomerase I activity; Y. pestis Topo-I cleavage product accumulation, plate reader; activity, % at 10 µM; 0.064% of 360,000 active; in the data active = activity above about 50%, passing the limit was not always enough; inconclusive = no clear call, values can overlap the other calls; note: inactives centre near 2
TcdB inh: TcdB glycohydrolase inhibition | 0.24% of 350,000 active | P18177 | inhibition, % at 9.99 µM | TcdB glycohydrolase enzymatic assay, plate reader | AID 652162; in the data active = inhibition above about 10%
BoNT A protease: inhibitors of Botulinum neurotoxin A light chain protease. AID 588499. 0.17% of 360,000 active. inhibition, % at 10 µM. multiplex microsphere protease substrate cleavage, flow cytometry; note: plate controls were buffer without enzyme for full effect and enzyme alone for no effect
Anthrax LF prot: anthrax lethal factor protease inhibition | P15917 | multiplex microsphere protease cleavage assay, LF | inhibition, % at 10 µM | 0.12% of 360,000 active | AID 588501; note: plate controls were buffer without enzyme for full effect and enzyme alone for no effect
Target sequence (P15917 whole entry, looked up): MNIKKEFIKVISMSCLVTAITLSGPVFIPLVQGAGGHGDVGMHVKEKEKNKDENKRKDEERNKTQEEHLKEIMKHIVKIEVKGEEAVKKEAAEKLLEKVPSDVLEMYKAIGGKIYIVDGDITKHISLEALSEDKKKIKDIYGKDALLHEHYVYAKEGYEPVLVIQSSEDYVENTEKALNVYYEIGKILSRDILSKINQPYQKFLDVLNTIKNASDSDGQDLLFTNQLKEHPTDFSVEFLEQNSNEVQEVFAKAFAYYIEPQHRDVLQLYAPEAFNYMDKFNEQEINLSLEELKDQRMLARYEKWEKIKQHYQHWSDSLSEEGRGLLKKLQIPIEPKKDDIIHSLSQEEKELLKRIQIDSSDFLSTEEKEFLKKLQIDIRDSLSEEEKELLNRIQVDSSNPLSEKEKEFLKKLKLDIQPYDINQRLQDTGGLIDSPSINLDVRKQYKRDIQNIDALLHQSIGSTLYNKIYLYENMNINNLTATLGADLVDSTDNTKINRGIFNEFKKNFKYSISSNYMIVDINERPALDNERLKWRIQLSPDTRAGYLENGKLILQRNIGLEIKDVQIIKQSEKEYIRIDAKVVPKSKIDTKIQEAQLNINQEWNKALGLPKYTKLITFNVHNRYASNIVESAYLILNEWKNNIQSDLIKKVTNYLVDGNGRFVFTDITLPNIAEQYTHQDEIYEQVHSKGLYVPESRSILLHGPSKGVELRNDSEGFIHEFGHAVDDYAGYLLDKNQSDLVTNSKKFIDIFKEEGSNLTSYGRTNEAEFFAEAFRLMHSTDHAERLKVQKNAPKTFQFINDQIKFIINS
PfHsp40 yeast: restores yeast growth despite PfHsp40 toxicity; S. cerevisiae expressing PfHsp40, growth rescue, ATP luminescence; growth rescue, % at 12.5 µM; 0.68% of 340,000 active; AID 504582; in the data active = growth rescue above about 28%, passing the limit was not always enough; inconclusive = no clear call, values can overlap the other calls;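 note: yeast W303a lacking pdr1 and pdr3 grown in galactose medium; growth measured after three days at 30 °C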
Starred values were filed as active, the others as inactive; i = inactive; u = inconclusive; x = not tested or not shown; & = joins results of further samples. Cut-off read from the data, not from the text of the source, unless noted: active = inhibition above about 30%; inconclusive = no clear call, values can overlap the other calls; inactive = below that. A portion of the library, so the mix of outcomes need not match the whole.

SMILES	SSB-PriA inh	PrPC TRFRET	Vc quorum ag	SARS 3CLpro inh	Yp Topo-I inh	TcdB inh	BoNT A protease	Anthrax LF prot	PfHsp40 yeast
Cc1ccc(C(=O)N2CC(=O)Nc3ccc(F)cc3C2c2ccc(F)cc2)cc1 (stereo not given)	4	9	i	0	6	3.0	0.4	-3	1.3
CCOC(=O)c1cnn(-c2nc(CC)nc3sc4c(c23)CCC4)c1N	-11	3	-0.3	4	1	x	-0.1	0	-0.6
Cn1nc(-c2ccc(Cl)cc2)c2cc(C(=O)N3CCCC3)sc21	-8	-3	-0.5	0	0	0.3	-0.6	0	-0.4
Cc1ccc(N2C(=O)SC(N(CC(=O)O)c3ccc(C)cc3)C2=O)cc1 (stereo not given)	2	-3	0.2	0	0	0.4	0.8	-7	-1.3
COc1cc(/C=C(\C#N)C(=O)Nc2cccc(C(=O)O)c2)ccc1OCc1ccc(C)cc1	5	-2	i	5	7	1.0	1.7	-1	-2.2
Cc1ccc(S(=O)(=O)N2CCN(C(=O)COC(=O)Cc3ccccc3)CC2)c(C)c1	-5	-3	-12	x	25	1.2	-1.6	-4	0.4
COC(=O)c1cccc(NC(=O)c2cccs2)c1C	0	0	i	-1	-3	x	0.7	2	-1.2
CC(C)c1cccc(C(C)C)c1NC(=O)COC(=O)c1ccc2c(c1)S(=O)(=O)c1ccccc1C2=O	-4	-2	-0.7	-2	4	x	-0.9	1	-1.0
CC(C)c1ccc(/C=N/NC(=O)c2c(Cl)cnn2C)cc1	x	-5	i	3	-2	x	-0.2	-1	0.4
Cc1ccc2occ(/C=N/NC(=O)c3ccccc3Br)c(=O)c2c1	i	-2	-7.7	-4	9	1.0	-1.0	3	0.0
O=C(CNC1CCCCC1)N1CCc2ccccc2C1	-11	3	x	3	-1	x	2.4	-16	1.8
O=C(Nc1ccccc1C(=O)NCCCN1CCOCC1)c1ccccc1	-1	-1	i	0	5	1.0	-0.5	-4	-0.2

Part of the list above, reduced to Vc quorum ag, BoNT A protease and PfHsp40 yeast:
Structure	Vc quorum ag	BoNT A protease	PfHsp40 yeast
Cc1ccc2occ(/C=N/NC(=O)c3ccccc3Br)c(=O)c2c1	-7.7	-1.0	0.0
O=C(CNC1CCCCC1)N1CCc2ccccc2C1	x	2.4	1.8

Going on with the list:
SMILES	SSB-PriA inh	PrPC TRFRET	Vc quorum ag	SARS 3CLpro inh	Yp Topo-I inh	TcdB inh	BoNT A protease	Anthrax LF prot	PfHsp40 yeast
CCCCCCc1ccc(OC(=O)c2ccncc2)cc1	-7	6	0.0	1	21	0.3	-3.7	1	0.6
COc1ccc(NS(=O)(=O)c2ccc(NC(=O)c3ccc(N(C)S(C)(=O)=O)cc3)cc2)c(OC)c1	-6	4	-0.4	5	4	0.7	-0.1	-6	-0.8
COc1ccc(CN(Cc2ccc(C(=O)O)cc2)C(=S)Nc2cc(C)cc(C)c2)cc1OC	3	-3	-0.2	-2	7	0.6	-0.6	-2	-1.4
Cc1oc2cc3c(C(=O)N4CCCCC4)c(C)oc3cc2c1C(=O)N1CCCCC1	-5	-5	i	-2	6	x	1.5	0	-0.1
Cc1cccc(NC(=O)c2c(-c3ccccc3)noc2C)n1	-12	7	-1.1	1	0	6.4	-0.1	-7	-1.0
COc1cc(C(=O)Nc2ccc(C#N)cc2)c([N+](=O)[O-])cc1OC	5	-19	i	-7	-14	-1.0	-0.1	1	0.0
O=C(CN1CCN(c2ccccn2)CC1)N1CC(O)CO1 (stereo not given)	-4	2	0.1	3	4	-0.5	0.3	-8	0.5
O=C(Cc1csc(N2CCOCC2)n1)N/N=C/c1ccccc1C(=O)O	i	-5	0.7	1	0	-1.0	-1.1	-3	0.0
Cc1cc(/C=C2/NC(=O)NC2=O)c(C)n1-c1ccccn1	-14	0	-0.6	-2	-2	x	-0.3	-3	-0.2
Cc1cccc(C)c1NC(=O)C(=O)NCC1CCCN1S(=O)(=O)c1cccs1 (stereo not given)	-12	-2	-5.3	x	4	-0.1	-2.7	11	-0.3
O=C(Cn1cc(C(F)(F)F)ccc1=O)N1CCN(S(=O)(=O)c2ccc(Cl)cc2)CC1	-9	0	i	-3	4	x	0.1	-3	0.0
CN(C)N=Nc1ccc2nc[nH]c2c1	0	-12	-0.4	1	-14	1.2	0.1	-10	-0.4
CN(Cc1nc(Cc2ccccc2F)no1)[C@@H]1CS(=O)(=O)C[C@H]1O	-12	-2	-0.5	4	2	2.5	0.9	-4	-0.5
COc1ccc(-n2nc([N+](=O)[O-])c(=NCCc3ccc(C)cc3)n2O)cc1	33	-42	-0.2	3	-4	x	0.4	-2	0.6
CCC(=O)N1CCN(c2ccc(NC(=O)c3ccc4c(c3)OCCO4)cc2)CC1	6	1	-0.4	3	-3	-0.3	1.0	-6	-0.3
COc1ccc(NC(=O)Cc2ccccc2)cn1	-3	10	-0.2	5	-2	3.1	0.2	2	-0.4
CCn1cc(/C=C(\NC(=O)c2ccccc2OC)C(=O)NCCCn2ccnc2)c2ccccc21	13	-4	-0.7	-5	5	3.3	-1.0	-1	0.5
O=C1CN(C(=O)CC2C(=O)NCCN2Cc2ccccc2C(F)(F)F)CCN1 (stereo not given)	7	-1	i	3	-8	-3.8	0.7	-1	1.3
CCC(CC)C1=NN2C(=N)/C(=C\c3cc(C)n(-c4cccc(C)c4)c3C)C(=O)N=C2S1	-4	9	-0.6	9	-8	x	-1.0	-5	-1.0
S=C(Nc1ccccc1)Nc1ccccn1	x	1	i	x	7	1.4	0.2	-3	x
CC(=O)COC(=O)CNC(=O)c1ccc(Br)cc1	-9	-3	-0.4	3	-4	x	2.2	-9	1.0
Cn1ccc2c(N3CCCCC3)cc3c(c21)C1CCC3O1 (stereo not given)	x	-2	x	x	x	-1.5	0.2	-1	x
COc1cc(C(=O)N(Cc2ccc(C)o2)C2CCS(=O)(=O)C2)cc(OC)c1OC (stereo not given)	-10	-4	i	1	-2	0.3	3.3	-1	0.1
C[C@@H]1CN([C@@H](C)CO)C(=O)CCCn2nncc2CO[C@H]1CN(C)S(=O)(=O)c1ccc2ccccc2c1	x	-3	-4.5	x	16	1.3&0.3&1.4	-0.1	-7	x

Twelve successive records already listed:
SMILES	SSB-PriA inh	PrPC TRFRET	Vc quorum ag	SARS 3CLpro inh	Yp Topo-I inh	TcdB inh	BoNT A protease	Anthrax LF prot	PfHsp40 yeast
CN(Cc1nc(Cc2ccccc2F)no1)[C@@H]1CS(=O)(=O)C[C@H]1O	-12	-2	-0.5	4	2	2.5	0.9	-4	-0.5
COc1ccc(-n2nc([N+](=O)[O-])c(=NCCc3ccc(C)cc3)n2O)cc1	33	-42	-0.2	3	-4	x	0.4	-2	0.6
CCC(=O)N1CCN(c2ccc(NC(=O)c3ccc4c(c3)OCCO4)cc2)CC1	6	1	-0.4	3	-3	-0.3	1.0	-6	-0.3
COc1ccc(NC(=O)Cc2ccccc2)cn1	-3	10	-0.2	5	-2	3.1	0.2	2	-0.4
CCn1cc(/C=C(\NC(=O)c2ccccc2OC)C(=O)NCCCn2ccnc2)c2ccccc21	13	-4	-0.7	-5	5	3.3	-1.0	-1	0.5
O=C1CN(C(=O)CC2C(=O)NCCN2Cc2ccccc2C(F)(F)F)CCN1 (stereo not given)	7	-1	i	3	-8	-3.8	0.7	-1	1.3
CCC(CC)C1=NN2C(=N)/C(=C\c3cc(C)n(-c4cccc(C)c4)c3C)C(=O)N=C2S1	-4	9	-0.6	9	-8	x	-1.0	-5	-1.0
S=C(Nc1ccccc1)Nc1ccccn1	x	1	i	x	7	1.4	0.2	-3	x
CC(=O)COC(=O)CNC(=O)c1ccc(Br)cc1	-9	-3	-0.4	3	-4	x	2.2	-9	1.0
Cn1ccc2c(N3CCCCC3)cc3c(c21)C1CCC3O1 (stereo not given)	x	-2	x	x	x	-1.5	0.2	-1	x
COc1cc(C(=O)N(Cc2ccc(C)o2)C2CCS(=O)(=O)C2)cc(OC)c1OC (stereo not given)	-10	-4	i	1	-2	0.3	3.3	-1	0.1
C[C@@H]1CN([C@@H](C)CO)C(=O)CCCn2nncc2CO[C@H]1CN(C)S(=O)(=O)c1ccc2ccccc2c1	x	-3	-4.5	x	16	1.3&0.3&1.4	-0.1	-7	x

Additional compounds:
SMILES	SSB-PriA inh	PrPC TRFRET	Vc quorum ag	SARS 3CLpro inh	Yp Topo-I inh	TcdB inh	BoNT A protease	Anthrax LF prot	PfHsp40 yeast
COc1cccc(-c2nc(CS(=O)(=O)CC(=O)NCCCN3C(C)CCCC3C)c(C)o2)c1 (stereo not given)	-5	-5	i	-3	0	1.3	-1.0	-5	0.0
CC(=O)N(c1nc(CCl)cs1)c1c(C)cc(C)cc1C	1	-3	-0.5	-1	2	1.5	1.3	1	-1.1
CCc1nc(C#N)c(N2CCCCC2)o1	-11	-6	i	-2	-1	0.2	-0.4	1	-0.5
Cc1ccccc1CC1(CO)CCCN(C(=O)Cc2c(F)ccc(F)c2F)C1 (stereo not given)	-4	1	-0.3	3	10	0.0	-8.3	-18	0.9
COc1c(Cl)cc(C(=O)NN)cc1Cl	2	3	-0.5	16*	2	0.5	0.3	-6	-0.8
CC(=O)Oc1ccc(N(C(C)=O)S(=O)(=O)c2ccc(C)cc2)c2ccccc12	6	-5	1.0	x	-1	1.4	u	-15	0.6
Cc1ccc(C)c(N2CCN(c3nnnn3-c3ccccc3)CC2)c1	-27	7	4.1	-7	17	x	-0.9	-2	2.6
CCSc1nnc(Cc2cc(=O)[nH]c(=O)[nH]2)n1-c1cc(C)ccc1C	-1	-5	-0.4	-4	6	x	2.1	9	3.5
Nc1ccc(N2CCCC2)c(S(=O)(=O)Nc2cccc(C(F)(F)F)c2)c1	9	-4	i	x	-4	-1.5	-0.6	-5	-0.4
CCCC(=O)Nc1nc2n(n1)C(c1ccccc1)CC(=O)N2 (stereo not given)	-5	-2	-2.2	6	4	x	-2.4	-1	0.5
CCN(CC)CCOc1ccc(/C(=C(\Cl)c2ccccc2)c2ccccc2)cc1	10	6	-0.6	x	1	-1.1	-1.0	-7	-0.7
CCN(CC(=O)Nc1c(F)cccc1F)C(=O)CCNC(=O)c1ccccc1OC	-4	0	i	x	-2	-0.5	-1.2	0	0.2
O=C(NCc1ccc(Cl)cc1)C1CCCCN1S(=O)(=O)c1ccccc1 (stereo not given)	-9	7	-0.2	3	18	1.9	0.7	-2	-1.2
CCC(C)(C)n1nnnc1C(c1ccc(OC)c(OC)c1)N1CCN(c2ccccc2)CC1 (stereo not given)	10	3	i	1	2	x	-0.7	-4	-0.9
CCC(=O)N1c2ccc(S(=O)(=O)NCCc3ccc(C)cc3)cc2CC1C (stereo not given)	-15	5	i	-2	22	1.2	0.1	-3	0.0
Cc1cc2oc(=O)c3c(c2cc1OCc1nn[nH]n1)CCCC3	-2	11	-0.3	-1	5	x	0.5	-4	-1.9
CCC(CC)NC(=O)c1cccc([N+](=O)[O-])c1C	5	-3	-0.2	0	1	0.5	-0.9	1	-0.1
O=C(Cc1noc2ccccc12)Nc1ccc2ccccc2c1	-21	3	i	-1	0	x	0.6	-3	1.7
O=C(COc1ccccc1)NS(=O)(=O)c1ccccc1	-3	4	-0.3	0	4	5.2	0.9	-2	0.3
CCOC(=O)c1c(NC(=O)Cn2cnc([N+](=O)[O-])n2)sc2c1CCCC2	-11	-1	-0.3	-1	11	1.0	1.6	2	4.6
NC(=O)[C@@H]1CCCCNc2c(F)cc([N+](=O)[O-])cc2C(=O)N[C@@H](CC(=O)O)C(=O)NCC(=O)N1	1	-14	-0.8	-1	0	-1.3	-0.1	9	0.7
